# Screening results (PubChem BioAssay)
# FLuc counter = qHTS profiling assay for firefly luciferase inhibitor/activator using purifed enzyme and Km concentrations of substrates (counterscreen for miR-21 project); Luciferin 4-monooxygenase (Photinus pyralis), P08659; purified FLuc, Km substrates, luminescence inhibition; Potency, µM (highest dose often 57.5 µM), for inactives: at the highest dose activity change, negative = inhibition, hits mostly inhibitors; hit rate 6.9% among 360,000; AID 588342, 2011;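 further: plate controls were vehicle for no effect and reference inhibitor for full effect; nearly all actives have a fitted effect of over 55% in size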
#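 Biochemical qHTS of compounds, final roughly 60 µM downward over six points, against 10 nM purified firefly luciferase using Km concentrations of substrates (10 uM D-luciferin, 10 uM ATP) in Tris acetate pH 7.5 buffer; luminescence output.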
# ELG1 genotox = qHTS screen for small molecules that induce genotoxicity in human embryonic kidney (HEK293T) cells expressing luciferase-tagged ELG1; HEK293T ELG1-luciferase reporter, luminescence, 16 h; hit rate 1.3% among 330,000; Potency, µM (top dose mostly 46 µM), inactives show top-dose activity change, positive = activation, most hits filed as activators; AID 504466, 2011; further: % of control where 0% means no effect; nearly all actives have a fitted effect of over 60% in size
#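 Genotoxic stress is detected as increased luminescence from luciferase-tagged ELG1 in HEK293T cells, measured with ONE-Glo after a 16 hr treatment at 37 °C.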
# VP16 counter = VP16 counterscreen qHTS for inhibitors of ROR gamma transcriptional activity | Drosophila S2 Gal4-VP16 UAS-luciferase, luminescence, 20 h | Potency, µM (doses to about 53.6 µM), inactives show top-dose activity, negative = inhibition, actives largely listed as inhibitors | hit rate 3.5% among 310,000;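 further: Gal4-VP16 expression switched on by copper sulfate through the metallothionein promoter; on the % scale 0 is the no-effect control and ±100 the full control effect; nearly all actives have a fitted effect of over 50% in size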
# RORgamma inh = qHTS for inhibitors of ROR gamma transcriptional activity | hit rate 5.4% among 310,000 | Drosophila S2 Gal4-RORgamma UAS-luciferase reporter, 20 h | Potency, µM (titrated, usually from 53.6 µM), without a hit: at the top dose activity change, negative = inhibition, actives largely listed as inhibitors; further: on the % scale 0 is the no-effect control and ±100 the full control effect; nearly all actives have a fitted effect of over 60% in size
#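 Luciferase reporter read in Schneider cells carrying Gal4-RORγ (mouse) and UAS-Photinus luciferase; cells given compound 1 h before 700 uM copper sulfate induction, then incubated 20 h at ambient temperature.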
# BRCA1 expr act = qHTS Assay to Identify Small Molecule Activators of BRCA1 Expression; MCF7-BRCA1-FFLuc reporter, luminescence, 48 h; response scale: scaled: vehicle 0%, 10 µM genistein 100%; Potency, µM (series often up to 46.1 µM), for inactives: top-dose activation, usual class: activators; hit rate 1.1% among 380,000; AID 624202, 2012; further: nearly all actives have a fitted effect of over 80% in size; some results filed as inactive show a strong effect at the top dose
#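 MCF7-BRCA1-FFLuc cells, 2000/well in phenol-red-free MEM, attached 2 h then treated 48 h at 37 C. Luciferase luminescence read 15 min after reagent; normalized to genistein maximum activation (10microM) and DMSO, concentration-response fitted.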
# MBNL1-CUG inh = qHTS Assay for Inhibitors of MBNL1-poly(CUG) RNA binding; TR-FRET MBNL1-His/biotin-(CUG)12 binding, 665/545 ratio; hit rate 0.036% among 280,000; Potency, µM (series often up to 57.5 µM), for the others: at the top dose activity change, negative = inhibition, hits mostly inhibitors; Muscleblind-like protein 1 (Homo sapiens), Q9NR56; active means well fitted inhibition curve with a large enough effect in the signal ratio, with a control signal flat, not every such curve was filed as active; inconclusive means small, poorly fitted or top-dose-only effect, or effect the other way, or a change in a side signal; inactive means no such curve, though single readings can be large or run the other way; the % refers to the signal ratio; further: on the % scale 0 is the no-effect control and ±100 the full control effect
#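 Ratiometric TR-FRET (665 over 545 nm, excitation 340 nm) tracks disruption of MBNL1-His/biotin-(CUG)12 complex after 60 min at room temperature, with compounds at 92 nM to 58 uM final.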
# CXXC DNA block = qHTS Fluorescence Polarization Assay for Inhibitors of MLL CXXC domain - DNA interaction; MLL-CXXC / FITC-HOXA9 DNA fluorescence polarization; Potency, µM (doses to about 115 µM), for the others: at the highest dose activity change, negative = inhibition, hits mostly inhibitors; hit rate 0.037% among 290,000; AID 2662, 2010; active means well fitted inhibition curve with a large enough effect in the polarisation, with a control signal flat, not every such curve was filed as active; inconclusive means small, poorly fitted or top-dose-only effect, or effect the other way, or a change in a side signal; inactive means no such curve, though single readings can be large or run the other way; the % refers to the polarisation
#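 Fluorescence polarization: 7 uM MLL-CXXC (stock) preincubated 5 min with compounds, then 50 nM fluorescein-HOX-A9 DNA (stock) added; 30 min ambient. Buffer 50 mM Tris-HCl pH 7.5, 50 mM NaCl, 1 mM DTT, 0.05% BSA.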
# Rab9 promoter act = qHTS Assay for Rab9 Promoter Activators | Potency, µM (titrated, usually from 9.22 µM), without a hit: at the top dose activation, negative = inhibition, usual class: activators | Huh7 Rab9 promoter-luciferase reporter, luminescence, 24 h | hit rate 2.8% among 320,000; further: % of control where 0% means no effect; nearly all actives have a fitted effect of over 60% in size
#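 Stable Rab9-luc Huh7, 1500 cells/well, 2 h settle; cmpd in DMSO, 24 h, 37 °C/5% CO2; luciferase reagent 10 min RT; luminescence.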
# NPC1 promoter act = qHTS Assay for NPC1 Promoter Activators; Huh7 NPC1 promoter luciferase reporter, 24 h; Potency, µM (highest dose often 9.22 µM), inactives show top-dose activation, actives largely listed as activators; hit rate 2.4% among 320,000; AID 485313, 2010;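 further: % of control where 0% means no effect; nearly all actives have a fitted effect of over 60% in size; reporter is driven by a mutant NPC1 promoter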
#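 In 1536-well qHTS, Huh7 cells harboring an NPC1 promoter–luciferase construct received compound for 24 h; activation was quantified by luminescence following luciferase reagent addition.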
# p53 reactivation = qHTS assay for re-activators of p53 using a Luc reporter; H1299 p53-A138V BP100-luciferase reporter, luminescence, 24 h; hit rate 0.063% among 320,000; AID 504706, 2011; Potency, µM (top dose mostly 92.2 µM), inactives show at the top dose activity change, positive = activation, hits mostly activators; further: % of control where 0% means no effect; nearly all actives have a fitted effect of over 45% in size
#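 H1299 (p53-null), stable ts p53-A138V + BP100-Luc; 1000 cells/well, Opti-MEM/10% FBS; cpd 4 pt, 1:5; 24 h, 37 deg C, 5% CO2; detection reagent 10 min RT; luminescence.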
# uPA surface inh = qHTS for Inhibitors of Cell Surface uPA Generation | cell surface uPA generation assay, qHTS | Potency, µM (series often up to 38.3 µM), without a hit: top-dose activity change, negative = inhibition, actives largely listed as inhibitors | hit rate 0.31% among 330,000 | AID 540303, 2011; active means well fitted inhibition curve with a large enough effect; inconclusive means small, poorly fitted or top-dose-only effect; inactive means no such curve, though single readings can be large or run the other way; tested in mouse RAW 264.7 cells; further: on the % scale 0 is the no-effect control and ±100 the full control effect; nearly all actives have a fitted effect of over 55% in size
# Numbers without * were called inactive; ? = inconclusive; . = no result given; & = joins results of further samples; [ ] = remark or other dose. Unless noted, the call rests on the fitted dose curve; in most records, active means well fitted curve in the direction sought with a large enough effect; inconclusive means small, poorly fitted or top-dose-only effect, or another doubt; inactive means no such curve, though single readings can be large; an effect the other way counts as inactive or inconclusive. Potency means the concentration at half of the fitted maximal effect. The list is partial. The share of hits here may be higher or lower than overall.
SMILES,FLuc counter,ELG1 genotox,VP16 counter,RORgamma inh,BRCA1 expr act,MBNL1-CUG inh,CXXC DNA block,Rab9 promoter act,NPC1 promoter act,p53 reactivation,uPA surface inh
CCOc1ccc(-c2nnc(-c3ccccc3)o2)cc1,1.07µM*,?,?,10µM*,?,-15.4%,-3.1%,0.708µM*,1.58µM*,?,-18.5%
Cc1ccc(CNC(=O)CSCC(=O)O)cc1,-0.9%,0.8%,3.0%,19.9%,-19.1%,-0.5%,-0.4%,2.0%,-0.2%,2.4%,2.3%
CCOC(=O)c1cc2sccc2n1CC(=O)c1ccc2c(c1)OCCO2,-19.1%,-0.6%,0.2%,0.1%,-47.2%,-0.1%,-0.1%,-7.3%,1.2%,-4.5%,5.9%
Cc1ccccc1C(=O)N1CCC(C(=O)N2CCN(c3ncccn3)CC2)CC1,.,-0.8%,.,.,0.0%,.,.,2.7%,-0.3%,11.8%,13.1%
O=C(O)Cn1cnc2scc(-c3cccs3)c2c1=O,2.9%,-2.7%,8.6%,13.8%,3.3%,6.9%,-1.6%,-4.1%,-1.0%,-2.9%,-3.5%
CCN(CC(=O)Nc1ccccc1OC)C(=O)CCOc1ccc(C(C)(C)C)cc1,-13.9%,16.0%,.,.,-0.7%,.,.,-5.0%,-3.3%,-7.6%,-9.4%
COc1ccc(CC(=O)N(Cc2ccccc2)c2cccc(C)c2)cc1OC,-1.3%,-5.0%,14.9%,-18.6%,-19.7%,0.1%,-2.5%,-12.8%,4.6%,-8.5%,3.5%
COc1ccc(C(=O)Nc2ccc(NC(=O)C3CC3)nc2)cc1,-6.3%,-1.2%,1.0%,-1.7%,-0.2%,-3.6%,1.2%,-3.4%,2.8%,-0.7%,0.8%
Cc1nc2c(cc1N)nc(C)n2Cc1ccccc1,-0.6%,-1.7%,-5.3%,-8.2%,7.4%,3.8%,4.8%,-1.5%,-2.7%,.,-5.3%
COc1ccc(-n2cnnc2SCC(=O)N(C)c2ccccc2)cc1,0.0%,5.2%,1.6%,-20.2%,0.2%,1.8%,7.6%,-2.5%,-1.6%,3.0%,1.5%
CC1(C)OC(C(N)=O)C(C(N)=O)O1 (configuration not stated),3.3%,2.9%,-16.0%,3.9%,-1.7%,-4.0%,3.0%,0.8%,1.7%,-2.4%,2.3%
COc1cc(/C=N/NC(=O)c2ccncc2)ccc1OC(C)=O,-3.3%,-1.0%,13.7%,19.7%,0.0%,25.3%,3.5%,2.9%,-1.8%,2.4%,6.8%
CCS(=O)(=O)c1nc(S(=O)(=O)c2ccc(Cl)cc2)c(NCCN2CCOCC2)s1,-1.5%,-0.5%,?,-19.4%,-17.7%,0.2%,4.0%,-1.1%,-2.5%,-4.5%,-7.6%
c1ccc(Cn2nnc3c(NCCN4CCOCC4)ncnc32)cc1,1.6%,4.6%,-0.1%,?,-2.7%,-5.2%,-3.6%,-6.5%,-0.8%,-12.8%,.
COc1cc2c(cc1OC)CN(C(=O)c1ccc([N+](=O)[O-])o1)CC2,3.4%,-9.3%,-11.8%,-36.0%,-56.2%,?,-7.4%,5.9%,9.2%,?,-1.9%
COc1cc(/C=C2\SC(=S)N(CC(=O)NC(C)(C)C)C2=O)cc(OC)c1OC,3.2%,-2.0%,3.3%,?,-7.9%,?,8.8%,1.6%,-3.6%,-4.9%,?
O=C(O)c1c2c(nc3ccc(S(=O)(=O)N4CCC(C(=O)NC5CCCCCC5)CC4)cc13)CCCC2,?,0.0%,0.7%,28.7%,-9.3%,16.7%,12.8%,-2.6%,-1.2%,-0.1%,15.5%
Cc1ccc(S(=O)(=O)N(C)CC(=O)Nc2cccc3c2CCCC3)cc1,1.5%,-11.6%,-4.0%,?,-25.5%,9.8%,-0.2%,1.1%,-4.9%,-3.1%,2.8%
O=C(N/N=C/c1cc([N+](=O)[O-])ccc1N1CCNCC1)c1ccc([N+](=O)[O-])cc1,-1.9%,-2.0%,2.0%,-13.9%,6.8%,?,23.4%,1.5%,-1.7%,-1.4%,3.1%
COC(=O)c1ccc(NC(=O)COC(=O)C2CC(=O)N(Cc3ccccc3)C2)cc1 (configuration not stated),-3.2%,3.3%,0.6%,13.2%,5.5%,-4.4%,1.0%,2.2%,-1.5%,-0.6%,3.6%
NC(=O)NCc1ccc(F)cc1,-0.3%,0.0%,1.0%,-24.5%,-20.3%,3.1%,-8.7%,-2.8%,-2.8%,-0.1%,-1.2%
C#CCOCCOCCOCCNc1nc(N2CCN(C(=O)C(Cc3ccc(O)cc3)n3cc(C(N)CC(C)C)nn3)CC2)nc(N2CCN(C(=O)C(Cc3cc4ccccc4[nH]3)n3cc(C(N)C(C)CC)nn3)CC2)n1 (configuration not stated),2.4%,3.7%,-2.9%,-15.3%,.,-18.4%,32.1%[activator],1.0%,-5.6%,0.2%,.
CCOc1ccc(S(=O)(=O)Nc2nc3ccccc3nc2N2CCN(C)CC2)cc1,1.1%,1.7%,-0.5%,-5.9%,11.2%,4.7%,7.3%,11.2%,10.1%,-5.1%,-4.7%
Cc1nc2ccc(NC(=O)Cc3ccc4c(c3)OCCO4)cc2s1,?,-0.9%,15.3%,29.7%,12.2%,5.1%,13.0%,-2.1%,0.3%,-1.8%,0.7%
O=C(CN1C(=O)COc2ccc(S(=O)(=O)N3CCCCC3)cc21)NCc1ccc(F)cc1,-0.7%&-2.3%,0.5%[9.26 µM],4.8%,7.1%,0.0%,-2.7%,-1.1%,-0.5%,-2.5%,3.1%,-1.9%
COc1ccc(S(=O)(=O)N2CCCOC2CNC(=O)C(=O)NC2CCCC2)cc1 (configuration not stated),-2.7%,3.4%,-9.2%,-1.9%,12.6%,1.8%,10.7%,2.9%,-6.5%,5.2%,-0.4%
CC(=O)Nc1ccc(S(=O)(=O)NCC(=O)NC(C)c2ccc(S(N)(=O)=O)cc2)cc1 (configuration not stated),-0.8%,0.7%,4.5%,16.7%,0.0%,-1.6%,-12.9%,-1.3%,2.1%,-2.7%,0.1%
CCCN(C(=O)CCl)C1=CCCCC1,-0.6%,-15.4%,-6.2%,-19.5%,-19.3%,5.6%,0.8%,-43.3%[inhibitor],-5.8%,14.4%,.
C/C(=N\OC(=O)c1ccccc1)c1cc(-c2ccc(Cl)cc2)no1,-0.7%,?,-9.8%,17.1%,2.82µM*,5.2%,7.2%,3.16µM*,2.82µM*,1.0%,4.4%
Cc1occc1C(=O)NNC(=O)NC12CC3CC(CC(C3)C1)C2,-17.5%,1.1%,5.9%,-1.7%,-20.8%,-0.1%,-5.2%,-1.6%,0.4%,3.6%,2.3%
CCOC(=O)c1ccc(Oc2nc(NC)nc(Nc3ccccc3)n2)cc1,-11.6%,.,0.3%,61.2%,2.9%,-4.7%,4.3%,.,.,.,.
CCN(CC)CCN(C(=O)c1ccc2c(c1)CCCC2)c1nc2c(C)cccc2s1,-0.8%,-8.3%,-9.0%,-1.5%,-22.9%,-5.2%,?,0.0%,0.6%,-5.3%,-2.9%
CCOc1ccc(-n2cnnn2)cc1S(=O)(=O)Nc1c(C)cccc1C,3.0%,-10.7%,-3.4%,0.7%,-4.1%,1.4%,0.0%,-2.9%,0.5%,-11.2%,-11.5%
Cc1ccc2c(c1)C(O)(c1c(C)[nH]c3ccccc13)C(=O)N2 (configuration not stated),4.1%,.,1.3%,56.8%,-19.7%,?,3.4%,-0.6%,-2.7%,.,5.2%
CC(C)(C)OC(=O)NCCc1n[nH]c(=S)o1,-1.0%,-0.1%,3.9%,-26.3%,-10.6%,-5.2%,-5.3%,-7.0%,-4.4%,0.1%,-2.0%
COC(=O)CNc1n[nH]c(=S)[nH]c1=O,-1.0%,2.0%,-1.2%,-18.2%,-3.7%,?,0.4%,-2.5%,-2.7%,-9.0%,-0.2%
COc1ccccc1NC(=O)c1cc2cc(Br)ccc2cc1O,16.9µM*,-10.3%,8.91µM*,?,-51.1%,?,-14.3%,-4.6%,1.2%,?,1.7%
